TRb SRC2 PPI: disrupts binding of human TR beta to SRC2; P10828; TRbeta-SRC2 peptide binding, fluorescence polarization; receptor liganded with 1 µM T3; Potency, µM (top dose mostly 106 µM), for the others: at the top dose activity change, negative = inhibition, actives largely listed as inhibitors; 0.065% of 280,000 active;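 note: plate controls were bound peptide for no effect and peptide without receptor for full effect; nearly all actives have a fitted effect of over 50% in size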
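Quantitative HTS by FP: 0.6 uM TRb LBD, 20 nM labeled SRC2 20-mer, 1 uM T3, 5% DMSO; 5 hr ambient incubation; % activity per concentration and potencies from concentration series.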
TR SRC2 fluor cs: alters Texas Red total fluorescence, flagging assay interference. 0.29% of 280,000 active. Potency, µM (doses to about 106 µM), inactives show at the top dose fluorescence change, negative = quenching. TRb/SRC2 Texas Red total fluorescence interference; active = well fitted curve in either direction with a large enough effect; inconclusive = small, poorly fitted or top-dose-only effect; note: % is set by controls: 0 for no effect and ±100 for the full control effect
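Human TRb ligand-binding domain at 0.6 uM with 20 nM Texas Red SRC2 peptide in Tris buffer containing 1 uM T3 and 5% DMSO, incubated with compound 5 h at ambient temperature. Total fluorescence (555/632 nm) calculated as parallel + 2 × perpendicular.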
SMN2 splice enh: SMN2 splice variant enhancement. HEK293 SMN2-luciferase splicing reporter, luminescence, 30-36 h. Potency, µM (top dose mostly 46.1 µM), without a hit: at the top dose activity change, positive = activation, hits mostly activators. 2.8% of 210,000 active. AID 1458; note: % of control where 0% means no effect; nearly all actives have a fitted effect of over 55% in size
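HEK293 cells carry an SMN2 minigene-luciferase reporter in which exon 7 inclusion puts luciferase in frame. Cells were seeded at 2000 cells/well, attached for 10-12 hours, then exposed to compounds for 30-36 hours at 37C before ONE-Glo luminescence.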
RECQ1 inh: inhibitors of human RECQ1 DNA helicase; RECQ1 DNA unwinding, red fluorescence kinetic read; 0.54% of 240,000 active; P46063; Potency, µM (top dose mostly 57.3 µM), for the others: at the highest dose activity, negative = inhibition, actives largely listed as inhibitors;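 note: plate controls were vehicle for no effect and no enzyme for full effect; nearly all actives have a fitted effect of over 30% in size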
Target sequence (P46063 whole entry, looked up): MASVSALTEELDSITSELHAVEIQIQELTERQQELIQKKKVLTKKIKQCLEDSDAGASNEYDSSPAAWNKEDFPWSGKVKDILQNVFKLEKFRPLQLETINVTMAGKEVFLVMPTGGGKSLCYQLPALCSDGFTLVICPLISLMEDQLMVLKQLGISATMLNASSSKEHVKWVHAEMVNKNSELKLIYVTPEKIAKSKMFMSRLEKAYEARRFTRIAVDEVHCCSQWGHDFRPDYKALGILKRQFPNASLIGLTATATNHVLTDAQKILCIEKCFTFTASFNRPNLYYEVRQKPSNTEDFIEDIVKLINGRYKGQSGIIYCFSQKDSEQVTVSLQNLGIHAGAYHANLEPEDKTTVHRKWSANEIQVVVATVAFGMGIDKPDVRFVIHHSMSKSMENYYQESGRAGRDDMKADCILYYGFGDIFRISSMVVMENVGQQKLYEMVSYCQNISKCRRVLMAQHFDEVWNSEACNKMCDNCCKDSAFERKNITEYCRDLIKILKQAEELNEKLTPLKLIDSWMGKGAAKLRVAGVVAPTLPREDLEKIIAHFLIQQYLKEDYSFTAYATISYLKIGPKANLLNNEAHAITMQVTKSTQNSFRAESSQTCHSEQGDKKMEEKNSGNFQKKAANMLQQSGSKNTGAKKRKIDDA
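RECQ1T1 50 nM; forked duplex (20 bp + 30-nt ss tails) 200 nM, ATP 2 mM final; pH 8.0, 2 mM MgCl2, 2.5 ug/ml poly(dI-dC); 15 min compound preincubation; discontinuous kinetic read over 2 h at RT.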
JMJD2E inh: inhibitors of human JMJD2E histone demethylase | Potency, µM (doses to about 57.1 µM), for inactives: at the highest dose activity change, negative = inhibition, usual class: inhibitors | JMJD2E catalytic domain, FDH-coupled NADH fluorescence (FDH is formaldehyde dehydrogenase) | AID 2147 | 1.6% of 230,000 active; active = well fitted inhibition curve with a large enough effect, not every such curve was filed as active; inconclusive = small, poorly fitted or top-dose-only effect, or another doubt; inactive = no such curve, though single readings can be large or run the other way;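 note: 0% = wells with enzyme and -100% = buffer wells without enzyme; nearly all actives have a fitted effect of over 50% in size; many of its hits are not listed in these tables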
ALDH1A1 block: blocks purified human ALDH1A1 activity; P00352; Purified ALDH1A1, NADH fluorescence, propionaldehyde substrate; Potency, µM (doses to about 75.3 µM), for the others: top-dose activity, negative = inhibition, hits mostly inhibitors; 7.3% of 220,000 active; AID 1030; active = well fitted inhibition curve with a large enough effect, not every such curve was filed as active; inconclusive = small, poorly fitted or top-dose-only effect, or another doubt; inactive = no such curve, though single readings can be large or run the other way;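 note: plate controls were no enzyme wells and a reference inhibitor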
Target sequence (P00352 whole entry, looked up): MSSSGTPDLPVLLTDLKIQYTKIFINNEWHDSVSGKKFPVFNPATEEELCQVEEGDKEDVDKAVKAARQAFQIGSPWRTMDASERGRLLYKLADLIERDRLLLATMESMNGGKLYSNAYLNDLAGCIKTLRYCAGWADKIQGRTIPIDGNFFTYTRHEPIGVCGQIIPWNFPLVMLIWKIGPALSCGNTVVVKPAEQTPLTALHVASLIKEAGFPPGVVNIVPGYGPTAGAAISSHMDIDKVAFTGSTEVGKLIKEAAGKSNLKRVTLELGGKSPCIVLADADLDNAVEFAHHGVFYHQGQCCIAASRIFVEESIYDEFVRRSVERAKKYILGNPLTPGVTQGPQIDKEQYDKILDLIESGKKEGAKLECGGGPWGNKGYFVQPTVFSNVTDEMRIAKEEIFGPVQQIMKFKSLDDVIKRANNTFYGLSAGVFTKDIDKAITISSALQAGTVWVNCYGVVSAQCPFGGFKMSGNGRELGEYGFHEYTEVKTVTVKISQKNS
Lamin A splicing: modulators of lamin A splicing; HeLa LMNA splicing GFP/RFP minigene ratio, 48 h; Potency, µM (highest dose often 46.1 µM), without a hit: top-dose ratio change, negative = inhibition, usual class: inhibitors; 0.01% of 200,000 active; AID 1487; active = well fitted inhibition curve with a large enough effect in the signal ratio, with a control signal flat, not every such curve was filed as active; inconclusive = small, poorly fitted or top-dose-only effect, or effect the other way, or a change in a side signal; the % refers to the signal ratio; note: % is set by controls: 0 for no effect and ±100 for the full control effect
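S3 HeLa cells stably expressing lamin A-EGFP splicing minigene plus DsRed2, 600 cells/well, 48 h compound exposure at 37C. Laser-scanning cytometry; analysed as GFP (500-530 nm)/RFP (575-640 nm) total intensity ratio; 0.5% DMSO vehicle.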
GoLoco inh red: RGS12 GoLoco-Gai1 interaction inhibition; 0.44% of 230,000 active; AID 880; Potency, µM (series often up to 61.6 µM), inactives show top-dose activity, negative = inhibition, usual class: inhibitors; Gai1:RGS12 GoLoco peptide FP, rhodamine, 10 min; active = well fitted inhibition curve with a large enough effect, not every such curve was filed as active; inactive = no such curve, though single readings can be large or run the other way; note: % is set by controls: 0 for no effect and ±100 for the full control effect; nearly all actives have a fitted effect of over 30% in size; many of its hits are not listed in these tables
Numbers without * were called inactive; i = inactive; ? = inconclusive; . = no result given; [ ] = remark or other dose. Unless noted, calls come from the whole dose curve; as a rule, active = well fitted curve in the direction sought with a large enough effect; inconclusive = small, poorly fitted or top-dose-only effect, or another doubt; inactive = no such curve, though single readings can be large; an effect the other way counts as inactive or inconclusive. Potency is the fitted concentration of half-maximal effect. A portion of the library; rates above refer to the full screens.

SMILES	TRb SRC2 PPI	TR SRC2 fluor cs	SMN2 splice enh	RECQ1 inh	JMJD2E inh	ALDH1A1 block	Lamin A splicing	GoLoco inh red
Cc1cc(SCC(=O)c2ccc3c(c2)OCO3)nc2ccccc12	7%	6%	-18%	-14%	-9%	-6%	-7%	38%[activator]
BrC(=C\c1ccccc1)/C=N/n1cnnc1	9%	-1%	14%	?	7%	13%	?	-2%
CCCCNC(=O)C1CCCN(S(=O)(=O)CC)C1 (stereo not drawn)	-3%	-4%	23%	0%	3%	3%	.	-10%
Cc1ccnc(SCc2cc(=O)c(OC(=O)c3ccc(Cl)c([N+](=O)[O-])c3)co2)n1	-7%	-1%	13%	-13%	3%	7.5µM*	7%	-14%
Cn1nccc1-c1cc(Cl)cc(Cl)c1O	-4%	-6%	.	0%	-19%	-10%	2%[46 µM]	6%
O=C(COc1ccccc1[N+](=O)[O-])N/N=C/c1ccc(O)c([N+](=O)[O-])c1	5%	-2%	-25%	0%	-4%	25µM*	-1%[46 µM]	1%
O=C(O)c1sc2ncccc2c1OCc1ccccc1	-5%	0%	15%	i	?	?	-4%[46 µM]	8%
C[n+]1c2n(c3ccccc31)N=C(c1ccc(Cl)cc1)CS2	-2%	-3%	-61%[inhibitor]	-4%	-12%	?	-16%	1%
CCSCCOC(=O)C1=C(C)NC(=O)NC1c1ccccc1 (stereo not drawn)	-3%	-2%	-7%	-5%	2%	4%	2%	1%
O=C(NC(=S)Nc1cccc2ncccc12)c1ccco1	5%	1%	5%	i	6%	-2%	-4%[46 µM]	-2%
COc1ccc(NC(=O)C2CCN(Cc3cnn(-c4ccccc4)c3-n3cccc3)CC2)cc1OC	10%	-2%	12%	-2%	6%	?	?	20%
COc1ccc2[nH]cc(CCNc3cc(-c4ccoc4)ncn3)c2c1	4%	-2%	-16%	-16%	-10%	-3%	?	-2%
Cc1nn(-c2ccccc2)nc1CNS(C)(=O)=O	-1%	1%	.	-5%	-7%	.	.	-3%
COc1cc(NC(=O)COC(=O)/C=C/c2c(C)nn(C3CCS(=O)(=O)C3)c2Cl)cc(OC)c1OC (stereo not drawn)	-4%	-2%	-4%	6%	4%	0%	1%	-19%
COc1ccc(C)cc1S(=O)(=O)N1CCC(C(=O)N2CCN(C)CC2)CC1	-3%	0%	2%	-6%	11%	8%	3%	4%
O=C(CN1C(=O)COc2ccccc21)N(CCCN1CCOCC1)CC1CC=CCC1 (stereo not drawn)	2%	-2%	-18%	-18%	-15%	?	3%	0%
Cc1ccccc1C(=O)NC(CC(C)C)C(=O)Nc1ccc(S(N)(=O)=O)cc1 (stereo not drawn)	-1%	-4%	5%	-2%	4%	11%	-12%[46 µM]	11%
c1ccc2[nH]c(N3CCOCC3)nc2c1	-3%	-2%	3%	i	1%	-2%	2%	7%
COc1cccc(NC(=O)COC(=O)Cc2ccccc2[N+](=O)[O-])c1	1%	0%	12%	-13%	-2%	?	-14%[46 µM]	8%
O=C(CSc1nn(-c2ccc(F)cc2)c(=S)s1)NC(=O)NCc1ccco1	1%	-10%	-5%	-23%	3%	?	?	7%

Part of the list above in order of molar mass, falling:
SMILES	TRb SRC2 PPI	TR SRC2 fluor cs	SMN2 splice enh	RECQ1 inh	JMJD2E inh	ALDH1A1 block	Lamin A splicing	GoLoco inh red
COc1cc(NC(=O)COC(=O)/C=C/c2c(C)nn(C3CCS(=O)(=O)C3)c2Cl)cc(OC)c1OC (stereo not drawn)	-4%	-2%	-4%	6%	4%	0%	1%	-19%
O=C(CN1C(=O)COc2ccccc21)N(CCCN1CCOCC1)CC1CC=CCC1 (stereo not drawn)	2%	-2%	-18%	-18%	-15%	?	3%	0%
Cc1nn(-c2ccccc2)nc1CNS(C)(=O)=O	-1%	1%	.	-5%	-7%	.	.	-3%

The results go on.
SMILES	TRb SRC2 PPI	TR SRC2 fluor cs	SMN2 splice enh	RECQ1 inh	JMJD2E inh	ALDH1A1 block	Lamin A splicing	GoLoco inh red
COC(=O)c1ccc(OC)c(-c2c(OC)cc(OC)cc2OC)c1	2%	1%	-14%	0%	1%	3%	6%	1%
CCNC(=S)NCc1ccc(OC)c(OC)c1	-11%	-3%	-17%	i	5%	13%	-2%[46 µM]	16%
Cc1csc(NC(=O)c2ccc(C)c([N+](=O)[O-])c2)n1	8%[53 µM]	-2%[53 µM]	3.5µM*	8%	3%	?	?	1%
COc1ccc2c(=O)c(C(=O)O)c(-c3ccc4c(c3)OCO4)n(C)c2c1	7%	0%	-6%	-5%	?	?	1%	4%
C#CCNc1nc(C(C)C)nc2c1nnn2Cc1ccccc1F	-4%	4%	-51%[inhibitor]	-1%	-1%	11µM*	?	9%
Cc1ccc(Cl)cc1NC(=S)N/N=C/c1cccc2ccccc12	-3%	1%	.	-8%	?	?	.	7%
O=C1C[C@H](c2ccccc2)[C@@H](c2ccc(Br)cc2)O1	1%[11.2 µM]	1%[11.2 µM]	.	0%[11.5 µM]	.	-7%[13.5 µM]	.	.
Cc1cc(C(=O)CSc2nnc(C3COc4ccccc4O3)n2C)c(C)n1-c1ccc(F)cc1 (stereo not drawn)	-4%	2%	-20%	i	-8%	?	?	-7%
C#CCOCCOCCOCCNc1nc(N2CCOCC2)nc(N2CCN(C(=O)[C@H](Cc3ccc(O)cc3)n3cc([C@@H](N)CC(C)C)nn3)CC2)n1	-6%	0%	.	-1%	-2%	2%	.	-6%
CC(CC(=O)Nc1ccc(C(N)=O)cc1)c1ccccc1 (stereo not drawn)	-6%	-2%	13%	-6%	-4%	13%	6%	13%
COC(=O)c1ccc2c(=O)n(CC3CCCO3)c(SCC(=O)Nc3ccccc3OC)nc2c1 (stereo not drawn)	-2%	-1%	6%	-9%	4%	14µM*	8%	7%
CS(=O)(=O)N(CCc1ccccc1)CC(=O)Nc1ccc(OCc2ccccc2)cc1	-1%	-4%	-21%	-1%	1%	-2%	?	14%
Nc1ccc2nc3n(c(=O)c2c1)CCC3	-2%	-7%	-19%	-9%	?	?	-6%	4%
Cc1nn(CC(=O)NNC(=S)Nc2ccccc2)c(C)c1[N+](=O)[O-]	-2%	1%	2%	?	2%	-13%	-12%	5%
Cc1cc(NC(=O)CSc2n[nH]c(=O)[nH]c2=O)ccc1Br	1%	-3%	6%	20%	3%	2%	6%[46 µM]	12%
COC(=O)c1ccccc1NC(=O)CN(C)S(=O)(=O)c1ccc(OC)c(C)c1	-7%	-5%	10%	11%	5%	?	-29%	3%
Cc1ccc(S(=O)(=O)Nc2cc(C(=O)N3CCOCC3)ccc2N2CCCCC2)cc1	0%	3%	19%	0%	-4%	?	-5%[0.0737 µM]	-3%
COc1nc(N(C)C)nc(-n2nnc(C(C)=O)c2C)n1	7%	4%	-13%	i	-2%	-1%	2%	-1%
O=C(NCCC1=CCCCC1)C1CCN(C(=O)c2ccc(Cl)cc2)CC1	-6%	1%	9%	-2%	9%	?	-5%[0.0737 µM]	0%
COc1ccc(CN(CCC#N)C(=S)NC(=O)c2ccccc2)cc1	3%	-2%	-7%	-3%	5%	25µM*	9%	-7%
O=C(COC(=O)c1cc(NS(=O)(=O)c2cccs2)ccc1O)Nc1ccc(F)c(F)c1F	0%	-1%	1%	i	?	?	-32%[46 µM]	15%
CC(C)=CC(=O)OCC(=O)Nc1cc([N+](=O)[O-])ccc1F	1%	-4%	7%	-9%	5%	8%	-5%	6%
O=C(/C=C/Nc1ccc(OC(F)(F)F)cc1)C(F)(F)F	8%	3%	4%	-9%	3%	0%	2%	-1%
CCOC(=O)c1oc2ccc(S(=O)(=O)n3nc(-c4ccc(OC)cc4)cc3N)cc2c1C	1%	1%	-46%[inhibitor]	-12%	2%	-8%	?	-16%
CCOC(=O)c1ccc(NC(=O)c2ccccc2)cc1	3%	-3%	10µM*	-1%	-2%	2%	-9%	6%
Cc1ccc(SC(C)C(=O)Nc2ccc(S(=O)(=O)N3CCOCC3)cc2)cc1 (stereo not drawn)	-9%	0%	-17%	5%	-6%	?	?	-20%
CC(=O)Nc1ccc(C)c([N+](=O)[O-])c1	-3%[53 µM]	1%[53 µM]	.	8%	-2%	-5%	?	4%
Clc1ccc(CSc2nnc(-c3ccc4c(c3)OCO4)o2)cc1	0%	-2%	-10%	-15%	1%	-1%	8%	4%
Clc1ccc(Sc2cc(N3CCOCC3)nc(-c3ccccc3)n2)cc1	-2%	-1%	5%	-4%	-5%	-6%	11%	1%
CC(C)n1c(SCC(N)=O)nc2c1c(=O)[nH]c(=O)n2C	-23%	2%	3%	-11%	-1%	22µM*	1%	-1%
CCOC(=O)c1c(NC(=O)CSc2nnc(CNc3ccc(C)cc3C)o2)sc(C)c1C	4%	-4%	-3%	-13%	3%	?	-8%	12%
Cc1nccc(-c2ccc3c(c2)OCO3)n1	0%	1%	7%	1%	?	?	26%[9.22 µM]	6%
O=C(CSc1nnc2ccccn12)NC(=O)Cc1ccccc1	4%	-5%	15%	-1%	20%	14%	-4%[46 µM]	8%
O=C(NCc1cccc(F)c1)c1noc2c1CCCC2	-23%	0%	-1%	-7%	-6%	?	?	-5%
FC(F)(F)c1cc(-c2ccco2)nc(NCc2cccnc2)n1	7%	-2%	-12%	9%	?	?	-3%	-1%
Cn1c(C(C#N)C(=O)c2ccco2)nc2ccccc21 (stereo not drawn)	-12%	0%	29%	-5%	?	-11%	?	8%
CCN(CC)C(=O)CP(=O)(c1ccccc1)c1ccccc1	-9%	-2%	-8%	-3%	4%	15%	4%	5%
CC(Cc1ccccc1)NC(=O)c1cc([N+](=O)[O-])ccc1Cl (stereo not drawn)	-7%	-5%	.	2%	6%	.	.	14%
CCS(=O)(=O)N1CCC(C(=O)NCc2ccc(OC)cc2OC)CC1	-1%	-6%	-9%	-6%	-6%	-9%	.	7%
CC(=O)NCCNc1nc(-c2ccccc2CN(C)C)nc2ccccc12	0%	-2%	-2%	-7%	7%	-3%	7%	4%
CCCN(CC(=O)Nc1ccc(C(N)=O)cc1)CC(=O)Nc1ccccc1C	-1%	1%	-8%	-3%	-2%	?	.	7%
Cc1c(C(=O)N/N=C/c2cccnc2)sc(=S)n1C	-1%	0%	6%	-2%	-6%	3%	?	14%
Clc1ccc(SCc2cn3ccsc3n2)cc1	-1%	2%	25%	-6%	1%	-6%	-6%	8%

Screening data (PubChem BioAssay)
